GAA glycogen: qHTS Assay for Inhibitors and Activators of Human alpha-Glucosidase Cleavage of Glycogen; Lysosomal alpha-glucosidase (Homo sapiens), P10253; recombinant GAA, glycogen substrate, Amplex Red glucose oxidase fluorescence; Potency, µM (doses to about 76.4 µM), for inactives: top-dose activity change, negative = inhibition, usual class: inhibitors; 300,000 tested, 0.38% active;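 note: 0% = full enzyme reaction and -100% = no-enzyme basal signal; the screen sought inhibitors and activators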
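Recombinant enzyme (4 nM final) with compounds titrated up to 77 uM and bovine liver glycogen (30 ug) in citrate pH 5.0, 0.01% Tween-20, 37 C 40 min. Released glucose detected by Amplex Red/glucose oxidase (Ex 573/Em 610); AC50 from Hill fits.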
ALDH1A1 block: qHTS Assay for Inhibitors of Aldehyde Dehydrogenase 1 (ALDH1A1) | Purified ALDH1A1, NADH fluorescence, propionaldehyde substrate | 220,000 tested, 7.3% active | AID 1030, 2008 | Potency, µM (top dose mostly 75.3 µM), for the others: at the top dose activity, negative = inhibition, actives largely listed as inhibitors; active = well fitted inhibition curve with a large enough effect, not every such curve was filed as active; inconclusive = small, poorly fitted or top-dose-only effect, or another doubt; inactive = no such curve, though single readings can be large or run the other way;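 note: plate controls were no enzyme wells and a reference inhibitor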
Target sequence (P00352 whole entry, looked up): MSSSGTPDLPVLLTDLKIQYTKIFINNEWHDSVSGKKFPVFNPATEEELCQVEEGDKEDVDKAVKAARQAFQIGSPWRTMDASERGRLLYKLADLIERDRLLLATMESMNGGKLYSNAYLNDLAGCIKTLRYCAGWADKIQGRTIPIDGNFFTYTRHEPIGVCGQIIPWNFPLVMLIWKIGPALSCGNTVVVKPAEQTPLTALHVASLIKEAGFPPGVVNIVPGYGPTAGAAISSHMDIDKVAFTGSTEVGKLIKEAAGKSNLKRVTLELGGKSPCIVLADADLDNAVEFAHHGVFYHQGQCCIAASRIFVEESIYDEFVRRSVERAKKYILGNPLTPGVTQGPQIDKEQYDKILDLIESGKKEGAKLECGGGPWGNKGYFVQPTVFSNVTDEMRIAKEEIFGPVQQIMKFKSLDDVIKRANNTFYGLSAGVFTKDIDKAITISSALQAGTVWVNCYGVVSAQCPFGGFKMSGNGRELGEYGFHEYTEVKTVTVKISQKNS
GLA spleen mod: qHTS Assay for Inhibitors and Activators of Human alpha-Galactosidase From Spleen Homogenate | Alpha-galactosidase A (Homo sapiens), P06280 | human spleen homogenate, 4MU-alpha-Gal fluorescence, 40 min | Potency, µM (highest dose often 80 µM), without a hit: at the top dose activity change, negative = inhibition, hits mostly inhibitors | 240,000 tested, 0.008% active | AID 2107, 2009;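 note: 0% = enzyme with vehicle and -100% = no enzyme basal signal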
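Human spleen homogenate (1 ug) as enzyme source, 4-methylumbelliferyl-alpha-D-galactopyranoside 1 mM final, citrate/phosphate pH 5.0 with 0.01% Tween-20. Compounds 40 min at 37C, NaOH/glycine stop; fluorescence Ex 365/Em 440, Hill-fit AC50.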
RGS12 GoLoco inh: qHTS Assay for Inhibitors of RGS12 GoLoco Motif Activity (Red Fluorophore); Potency, µM (titrated, usually from 61.6 µM), without a hit: at the top dose activity, negative = inhibition, actives largely listed as inhibitors; Guanine nucleotide-binding protein G(i) subunit alpha-1 (Homo sapiens), P63096; Gai1:RGS12 GoLoco peptide FP, rhodamine, 10 min; 230,000 tested, 0.44% active; active = well fitted inhibition curve with a large enough effect, not every such curve was filed as active; inactive = no such curve, though single readings can be large or run the other way; note: % is set by controls: 0 for no effect and ±100 for the full control effect; nearly all actives have a fitted effect of over 30% in size; many of its hits are not listed in these tables
JMJD2E inh: qHTS Assay for Inhibitors of Human Jumonji Domain Containing 2E (JMJD2E). Potency, µM (series often up to 57.1 µM), for inactives: at the top dose activity change, negative = inhibition, hits mostly inhibitors. Lysine-specific demethylase 4E (Homo sapiens), B2RXH2. AID 2147, 2009. 230,000 tested, 1.6% active. JMJD2E catalytic domain, FDH-coupled NADH fluorescence (FDH is formaldehyde dehydrogenase); active = well fitted inhibition curve with a large enough effect, not every such curve was filed as active; inconclusive = small, poorly fitted or top-dose-only effect, or another doubt; inactive = no such curve, though single readings can be large or run the other way;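 note: 0% = wells with enzyme and -100% = buffer wells without enzyme; nearly all actives have a fitted effect of over 50% in size; many of its hits are not listed in these tables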
Target sequence (B2RXH2 1-337 limits assumed): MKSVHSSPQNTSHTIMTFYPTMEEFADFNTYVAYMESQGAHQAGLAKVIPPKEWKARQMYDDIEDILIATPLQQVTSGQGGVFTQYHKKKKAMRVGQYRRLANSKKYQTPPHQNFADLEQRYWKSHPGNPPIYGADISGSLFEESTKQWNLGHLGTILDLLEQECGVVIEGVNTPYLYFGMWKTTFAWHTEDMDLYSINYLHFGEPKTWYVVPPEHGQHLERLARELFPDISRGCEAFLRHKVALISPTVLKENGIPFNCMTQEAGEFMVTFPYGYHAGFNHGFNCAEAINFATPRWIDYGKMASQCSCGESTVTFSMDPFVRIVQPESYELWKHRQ
SMN2 splice up: qHTS Assay for Enhancers of SMN2 Splice Variant Expression | HEK293 SMN2-luciferase splicing reporter, luminescence, 30-36 h | Potency, µM (series often up to 46.1 µM), without a hit: at the highest dose activity change, positive = activation, hits mostly activators | 210,000 tested, 2.8% active; note: % of control where 0% means no effect; nearly all actives have a fitted effect of over 55% in size
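HEK293 cells carry an SMN2 minigene-luciferase reporter in which exon 7 inclusion puts luciferase in frame. Cells were seeded at 2000 cells/well, attached for 10-12 hours, then exposed to compounds for 30-36 hours at 37C before ONE-Glo luminescence.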
GAA inhib: qHTS Assay for Inhibitors of Human alpha-Glucosidase as a Potential Chaperone Treatment of Pompe Disease; Lysosomal alpha-glucosidase (Homo sapiens), P10253; purified human GAA, 4-MU-alpha-glucoside fluorescence; Potency, µM (top dose mostly 76.9 µM), for inactives: at the top dose activity change, negative = inhibition, actives largely listed as inhibitors; 200,000 tested, 0.005% active; AID 1466, 2008;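 note: plate controls were uninhibited enzyme wells for no effect and no-enzyme background for full effect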
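Endpoint fluorogenic read: 20 min room-temperature reaction of 4 nM human alpha-glucosidase with 400 uM 4-methylumbelliferyl-alpha-D-pyranoside, pH 5.0, quenched with 1M NaOH/1M glycine pH 10. AC50 from Hill modeling.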
GAA spleen mod: qHTS Assay for Inhibitors and Activators of Human alpha-Glucosidase From Spleen Homogenate | Lysosomal alpha-glucosidase (Homo sapiens), P10253 | Potency, µM (titrated, usually from 79.9 µM), inactives show at the top dose activity change, negative = inhibition, most hits filed as inhibitors | human spleen homogenate, 4-MU-alpha-glucoside fluorescence | 240,000 tested, 0.006% active;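 note: 0% = enzyme with vehicle and -100% = no enzyme basal signal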
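Human spleen homogenate (1 ug) incubated with compounds and 1 mM 4-methylumbelliferyl-alpha-D-glucopyranoside in pH 5.0 citrate/phosphate buffer, 37 C, 40 min. Stopped at pH 10; 4-MU fluorescence (Ex 365/Em 440 nm); AC50 by Hill fit.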
An asterisk follows results filed as active; ? = inconclusive; nt = not tested or not shown; & = joins results of further samples; [ ] = dose if it differs, or a comment. Unless noted, calls come from the whole dose curve; as a rule, active = well fitted curve in the direction sought with a large enough effect; inconclusive = small, poorly fitted or top-dose-only effect, or another doubt; inactive = no such curve, though single readings can be large; an effect the other way counts as inactive or inconclusive. Potency is the fitted concentration of half-maximal effect. Some of the compounds tested. The share of hits here may be higher or lower than overall.

Values run as follows: GAA glycogen | ALDH1A1 block | GLA spleen mod | RGS12 GoLoco inh | JMJD2E inh | SMN2 splice up | GAA inhib | GAA spleen mod
Cc1ccc2nc(NC(=O)CC3Oc4ccccc4NC3=O)sc2c1 (stereo unspecified)
 : -1% | nt | -2% | 4% | 7% | nt | nt | -7%
FC(F)(F)c1cnc(N2CCCN(C(=S)Nc3ccccc3)CC2)c(Cl)c1
 : -17% | 2% | 9% | -5% | -3% | nt | -6% | -2%
Cn1c2c(c(=O)c3ccccc31)CCC(C)(C)O2
 : 9% | 5% | 2% | 5% | -17% | 5% | 1% | 3%
CC(=O)Nc1ccc(N/C(N)=N/c2nc(C)cc(C)n2)cc1
 : 4% | 5% | -6% | 7% | -2% | -1% | 1% | 2%
O=C(c1ccc([N+](=O)[O-])cc1)N(Cc1ccccc1)c1ccccn1
 : 7% | -7% | -9% | 25% | 0% | -13% | -10% | -9%
S=C(Nc1ccc(Cl)cc1Cl)N1CCOCC1
 : 4% | 10% | -5% | 3% | 8% | -4%[1.84 µM] | -1% | -12%
COc1ccc(CCNC(=O)CSc2ccc(-c3ccccc3)nn2)cc1
 : 7% | 9% | -1% | 6% | 3% | -1% | -1% | -5%
COc1cccc(C2=NOC(C(=O)Nc3ccccc3SC)C2)c1 (stereo unspecified)
 : -4% | -14% | -8% | 5% | -1% | 4% | ? | -12%
CC(=O)NNC(=S)NC(=O)c1ccc(C)cc1
 : 7% | ? | -9% | 6% | -10% | nt | 14% | -8%
CCCNC(=O)COC(=O)c1ccccc1OCC(=O)Nc1ccc(Br)cc1
 : -1% | 0% | 8% | 14% | 7% | -4% | 0% | 7%
N[C@@H](CCS(=O)O)C(=O)O
 : nt | 5%&17% | 1%&-6% | 0%&11% | nt | -3%&-11% | nt | -2%&-9%
Cc1cc(C)cc(NC(=O)CC23CC4CC(C2)CC(n2nnc(C)n2)(C4)C3)c1
 : 2% | ? | 0% | 9% | -5% | -63%[inhibitor] | -1% | -8%
CCNc1ncc2nc(-c3ccc(Cl)cc3)c(=O)n(C)c2n1
 : nt | ? | ? | 4% | nt | nt | nt | 1%
CSc1ncccc1C(=O)NCc1ccc(C)cc1
 : 1% | 1% | -2% | 0% | 1% | -14% | -3% | 2%
COc1cccc(CNC(=O)C2CCN(S(=O)(=O)c3cnc[nH]3)CC2)c1
 : -1% | 7% | 6% | 2% | -4% | 7% | -9% | 2%

Next section (7 carried over from the part before).
Values run as follows: GAA glycogen | ALDH1A1 block | GLA spleen mod | RGS12 GoLoco inh | JMJD2E inh | SMN2 splice up | GAA inhib | GAA spleen mod
CC(=O)NNC(=S)NC(=O)c1ccc(C)cc1
 : 7% | ? | -9% | 6% | -10% | nt | 14% | -8%
CCCNC(=O)COC(=O)c1ccccc1OCC(=O)Nc1ccc(Br)cc1
 : -1% | 0% | 8% | 14% | 7% | -4% | 0% | 7%
N[C@@H](CCS(=O)O)C(=O)O
 : nt | 5%&17% | 1%&-6% | 0%&11% | nt | -3%&-11% | nt | -2%&-9%
Cc1cc(C)cc(NC(=O)CC23CC4CC(C2)CC(n2nnc(C)n2)(C4)C3)c1
 : 2% | ? | 0% | 9% | -5% | -63%[inhibitor] | -1% | -8%
CCNc1ncc2nc(-c3ccc(Cl)cc3)c(=O)n(C)c2n1
 : nt | ? | ? | 4% | nt | nt | nt | 1%
CSc1ncccc1C(=O)NCc1ccc(C)cc1
 : 1% | 1% | -2% | 0% | 1% | -14% | -3% | 2%
COc1cccc(CNC(=O)C2CCN(S(=O)(=O)c3cnc[nH]3)CC2)c1
 : -1% | 7% | 6% | 2% | -4% | 7% | -9% | 2%
CCc1cc(=O)oc2cc(OCC(=O)O)c(Cl)cc12
 : -1% | ? | 0% | 9% | ? | -10% | -6% | -4%
O=C(CSc1nnc(-c2cccs2)n1-c1ccccc1)N1CCN(C(=O)c2ccco2)CC1
 : -3% | ? | 2% | 10% | -11% | 0% | -1% | -5%
Cc1nnc(SCC(=O)N(C)c2ccccc2)n1Cc1ccccc1
 : 3% | ? | 3% | -2% | 9% | 25% | -3% | -2%
CC(C)CCNC(=O)C(=O)NC1CCCC1
 : 1% | -1% | -3% | 9% | 10% | ? | ? | -4%
CCOCCCNCc1cccc(OCc2ccc(F)cc2)c1
 : -8% | 0% | -9% | 5% | ? | -32%[inhibitor] | 3% | 1%
O=C(Nc1nccs1)c1sc2ccccc2c1Cl
 : 5% | -2% | 3% | 9% | ? | 2.5µM* | 2% | 3%
O=C(CSc1nc2ccccc2n1Cc1ccc(Cl)cc1)N/N=C/c1ccc(C(=O)O)cc1
 : 10% | -8% | 4% | -5% | 2% | -2% | -8% | 5%
O=C(O)CCS(=O)(=O)Cc1cccc(Cl)c1
 : 6% | 3% | -8% | -1% | 3% | 10% | 5% | -4%
Cn1c(Cn2nnc3ccccc32)nnc1SCC(=O)Nc1ccc2c(c1)OCO2
 : -10% | -8% | 3% | 0% | 2% | 2% | -1% | 6%
COc1ccc(C2/C=C\CC(OCc3ccccc3)CC(=O)N2Cc2cccc(F)c2)cc1 (stereo unspecified)
 : nt | ? | 4% | 5% | nt | nt | nt | -12%
Cc1occc1C(=O)NCCCCNC(=O)c1ccoc1C
 : -1% | 10% | -1% | 2% | 15% | -4% | 2% | -6%
Cc1ncc([N+](=O)[O-])n1CC(=O)NC1CCCC1
 : 11% | 7% | -11% | -9% | -4% | 3% | -7% | -15%
CCCC(=O)c1c(NCCO)cc(C)oc1=O
 : 11% | ? | -5% | -22% | -7% | -23% | 3% | -9%
Cc1nc(CC(=O)c2c(C)cc(O)cc2O)cs1
 : -6% | -7% | 1% | -6% | -27% | -59%[inhibitor] | -4% | -3%
O=S(=O)(c1cccc(-c2nnc(SC(F)F)n2-c2ccccc2)c1)N1CCCCC1
 : 2% | 8% | 4% | 3% | 4% | -6% | ? | -6%
O=C(/C=C/c1cccc(OCc2ccccc2)c1)c1cccnc1
 : 8% | ? | -8% | 10% | -19% | -43%[inhibitor] | -7% | -5%
CCN(CC)CCN(Cc1cc2cc(C)cc(C)c2[nH]c1=O)C(=S)NCc1ccco1
 : -5% | -11% | 9% | 0% | -9% | -10% | -1% | -8%
C=C1/C(=C\C=C2/CCC[C@]3(C)[C@@H]([C@H](C)CCCC(C)(C)O)CC[C@@H]23)C[C@@H](O)C[C@@H]1O
 : 4% | 1% | 11%&-5% | 1%&-2% | -7%&-10% | 2% | -5%[15.4 µM] | 7%&-17%
CCCOc1ccc(C2C(=O)N(C3CCCCC3)CC(=O)N2CCCOCC)cc1OC (stereo unspecified)
 : 5% | ? | 5% | nt | ? | nt | -6% | 0%
CC1N=C2c3ccccc3N=C(SCc3cc(=O)n4cc(Cl)ccc4n3)N2C1=O (stereo unspecified)
 : 1% | ? | 19% | -4% | ? | ? | 1% | 10%
Cc1ccc(N(CC(=O)NCCSc2ccccn2)S(=O)(=O)c2ccc(F)cc2)cc1
 : 7% | -4% | 8% | 6% | -6% | nt | -6% | 4%
COCCNC(=O)C1CC2Cn3c(nc4cc(C)c(C)cc43)C2N1C (stereo unspecified)
 : 1% | nt | -2% | 5% | -1% | nt | nt | 1%
Cn1c(=O)cc(SCC(=O)N2CCCC2)c2ccccc21
 : 3% | ? | 0% | 6% | -10% | 16% | -4% | -1%
Cc1ccc(S(=O)(=O)N(C(=O)c2ccncc2)c2ccc(OC(=O)c3ccncc3)c3ccccc23)c(C)c1
 : -11% | 7.9µM* | 2% | -13% | ? | -9% | -4% | 1%
CCCc1cc(=O)[nH]c(SCc2cccnc2)n1
 : 0% | -4% | 2% | -8% | 5% | 8% | -2% | 3%
COc1cccc(CN2C(=O)N(C(C)C)C(N(O)C(=O)NC(C)C)C2(C)C)c1OC (stereo unspecified)
 : -13% | 2% | -5% | 5% | 6% | -4% | -2%[15.4 µM] | -17%
S=C1NCN(Cc2ccco2)CN1c1cccc2ccccc12
 : 0% | ? | 0% | 0% | -6% | nt | ? | -1%
CCn1c(SCC(=O)Nc2oc(-c3ccccc3)c(-c3ccccc3)c2C#N)nnc1-c1ccncc1
 : -7% | ? | -3% | 12% | 3% | -30%[inhibitor] | -9% | -5%
CN(C(=O)C1CCC1C(=O)O)c1nc(-c2ccc(Cl)s2)cs1 (stereo unspecified)
 : 3% | 0% | -17% | -33% | -1% | nt | -3% | 1%
Cc1cc(NCCCCO)n2c(nc3ccccc32)c1C#N
 : -3% | ? | ? | 4% | ? | -2% | ? | ?
CCN(Cc1ccccc1)C(c1ccc(C)cc1)c1nnnn1C(C)(C)C (stereo unspecified)
 : 4% | 3% | 8% | 9% | 7% | -21% | -3% | -1%
COC(=O)c1ccc2c(c1)c(C#Cc1ccccc1)c(-c1ccccc1)n2C
 : nt | ? | ? | 20%[88.7 µM] | nt | nt | nt | -1%[119 µM]
O=C(O/N=C/c1ccc2c(c1)OCO2)c1ccccc1Cl
 : -6% | ? | -9% | -4% | 4% | 3% | 8% | -12%
NC(=S)N/N=C/c1cccc(/C=N/NC(N)=S)c1
 : -1% | nt | -1% | 8% | -2% | nt | nt | 2%
CC(=O)Nc1ccc(CN2CCN(C3CCCCC3)C(CCO)C2)cc1 (stereo unspecified)
 : -7% | -14% | 13% | 124% | 1% | nt | 5%[15.4 µM] | -4%
O=C(N/N=C/C(Br)=C/c1ccccc1)c1n[nH]c2c1CCC2
 : 0% | -12% | 3% | 6% | -7% | 10µM* | 4% | -4%
O=C(O)c1cccc(N/C(=N\S(=O)(=O)c2ccccc2)c2ccccc2)c1
 : 0% | 6% | -11% | -1% | 4% | 5% | 9% | -7%
